# GLS inh = qHTS for Inhibitors of Glutaminase (GLS); Glutaminase kidney isoform, mitochondrial (Homo sapiens), O94925; GLS enzymatic activity, qHTS titration; Potency, µM (top dose mostly 45.5 µM), for the others: at the highest dose activity change, negative = inhibition, usual class: inhibitors; 410,000 compounds, 0.21% hits; also: potency is read from the fitted curve at half-maximal effect; % is scaled to controls: 0 for no effect and ±100 for the full control effect
#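 hKGA in 45 mM KH2PO4 (pH 8.2), 0.02% Tween-20 with compound, then 1mM L-Glutamine (stock as added) plus glutamate oxidase/HRP/Amplex red coupling mix. Fluorescence read initially and after 30 min at RT; signal change reflects glutamate formation.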
# HP1b binding inh = HTS for Inhibitors of HP1-beta Chromodomain Interactions with Methylated Histone Tails; AlphaScreen HP1-beta / biotin-H3K9me3 peptide binding; Potency, µM (highest dose often 114 µM), for the others: at the top dose activity change, negative = inhibition, most hits filed as inhibitors; AID 540317, 2011; 390,000 compounds, 0.56% hits; also: potency is read from the fitted curve at half-maximal effect; nearly all actives have a fitted effect of over 70% in size; inactives centre near 23
#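 Compound inhibition of the preformed complex between 50 nM HP1-beta and 50 nM biotinylated H3K9me3 peptide was read by AlphaScreen. Buffer was PBS pH 7.4 with 0.01% Tween-20. Incubations ran 30 min at room temperature, with 10 ug/mL donor/acceptor beads.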
# G9a block = qHTS Assay for Inhibitors of Histone Lysine Methyltransferase G9a; G9a H3K9 monomethylation, AlphaScreen, 2 h; Potency, µM (top dose mostly 102 µM), without a hit: at the top dose activity, negative = inhibition, most hits filed as inhibitors; 350,000 compounds, 8.8% hits; AID 504332, 2011; also: potency is read from the fitted curve at half-maximal effect; % is scaled to controls: 0 for no effect and ±100 for the full control effect; nearly all actives have a fitted effect of over 75% in size
#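 AlphaScreen detection with an anti-monomethyl H3K9 antibody quantified product after a 2 h room-temperature reaction containing 500 nM biotinylated H3K9 peptide, 20 µM SAM and 20 nM enzyme, which had been preincubated 15 min with compound.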
# Tb PGK inh = qHTS Assay to Find Inhibitors of Phosphoglycerate Kinase; 380,000 compounds, 0.043% hits; PGK/GAPDH coupled, Kinase-Glo luminescence, 60 min; Potency, µM (series often up to 57.5 µM), for inactives: top-dose activity change, negative = inhibition, hits mostly inhibitors; Phosphoglycerate kinase, glycosomal (Trypanosoma brucei brucei), P07378; also: potency is read from the fitted curve at half-maximal effect; % is scaled to controls: 0 for no effect and ±100 for the full control effect; nearly all actives have a fitted effect of over 60% in size
#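 Recombinant glycosomal PGK reaction used 1,3-bisphosphoglycerate generated in-well by GAPDH (100nM final) in 100mM TEA pH 7.6, 5mM MgCl2, 0.01% Tween-20. After 60 minutes at room temperature, ATP was read by Kinase-Glo Plus luminescence end-point.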
# Pin1 inh = qHTS Assay to Find Inhibitors of Pin1. Peptidyl-prolyl cis-trans isomerase NIMA-interacting 1 (Homo sapiens), Q13526. Potency, µM (titrated, usually from 115 µM), for the others: top-dose activity, negative = inhibition, most hits filed as inhibitors. 390,000 compounds, 0.009% hits. Pin1 FP peptide displacement, HiFluor488, 10 min; active = well fitted inhibition curve with a large enough effect in the polarisation, with a control signal flat, not every such curve was filed as active; inconclusive = small, poorly fitted or top-dose-only effect, or effect the other way, or a change in a side signal; inactive = no such curve, though single readings can be large or run the other way; the % refers to the polarisation; also: potency is read from the fitted curve at half-maximal effect; % is scaled to controls: 0 for no effect and ±100 for the full control effect
# JMJD2A Tudor = qHTS Assay for Inhibitors of JMJD2A-Tudor Domain | AID 504339, 2011 | AlphaScreen JMJD2A-Tudor / H3K4me3 peptide binding | 390,000 compounds, 4.4% hits | Potency, µM (doses to about 114 µM), inactives show top-dose activity change, negative = inhibition, actives largely listed as inhibitors | Lysine-specific demethylase 4A (Homo sapiens), O75164; also: potency is read from the fitted curve at half-maximal effect; % is scaled to controls: 0 for no effect and ±100 for the full control effect; nearly all actives have a fitted effect of over 50% in size
# PI4K2A block = qHTS for small molecular inhibitors of PI4K2A; Phosphatidylinositol 4-kinase type 2-alpha (Homo sapiens), Q9BTU6; purified PI4K2A, ADP-Glo luminescence, 1 h; stronger effect = lower value; activity change, negative = inhibition, % at 76.9 µM; 420,000 compounds, 0.13% hits; in the data active = activity change below about -50%; inconclusive = mostly about -30% to -49%;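 also: -100% = wells without enzyme as full effect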
#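 PI4K2A activity was measured by ADP-Glo luminescence: enzyme (4 ug/mL stock) and phosphatidylinositol (1.2 mM stock) in Tris pH 7.5/MgCl2/EGTA/Triton X-100 buffer were reacted with ATP (300 microM stock) for one hour at ambient temperature.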
# BAZ2B inh = qHTS Assay for Inhibitors of BAZ2B. AID 504333, 2011. 360,000 compounds, 4.4% hits. Bromodomain adjacent to zinc finger domain protein 2B (Homo sapiens), Q9UIF8. Potency, µM (highest dose often 114 µM), inactives show at the highest dose activity change, negative = inhibition, hits mostly inhibitors. AlphaScreen BAZ2B-H3K14Ac peptide displacement; also: potency is read from the fitted curve at half-maximal effect; % is scaled to controls: 0 for no effect and ±100 for the full control effect; nearly all actives have a fitted effect of over 60% in size
#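 Compounds, titrated to a top concentration of 110 uM, were incubated 30 min at room temperature with preformed BAZ2B/acetyl-K14 H3 peptide complex (50 nM each). Proximity signal was measured by AlphaScreen after 20 min with beads.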
# POLH inh = qHTS for Inhibitors of Polymerase Eta | DNA polymerase eta (Homo sapiens), Q9Y253 | recombinant Pol eta, fluorescent DNA replication assay | Potency, µM (doses to about 114 µM), without a hit: top-dose activity change, negative = inhibition, hits mostly inhibitors | 390,000 compounds, 1.2% hits; also: potency is read from the fitted curve at half-maximal effect; % is scaled to controls: 0 for no effect and ±100 for the full control effect
#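 Pol eta at 10 nM preincubated with compounds 15 min at room temperature; reaction started with fluorescent substrate (50 nM final) and read kinetically at 0 and 10 min.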
# * = called active by the depositor; i = inactive; ? = inconclusive; · = no result given; [ ] = another dose, or the depositor's remark. Unless noted, calls follow the shape of the dose curve; as a rule, active = well fitted curve in the direction sought with a large enough effect; inconclusive = small, poorly fitted or top-dose-only effect, or another doubt; inactive = no such curve, though single readings can be large; an effect the other way counts as inactive or inconclusive.
# Values run as follows: GLS inh	HP1b binding inh	G9a block	Tb PGK inh	Pin1 inh	JMJD2A Tudor	PI4K2A block	BAZ2B inh	POLH inh
COc1ccc(-n2c(=S)[nH]c3cc(C(=O)N(C)Cc4ccccc4)ccc3c2=O)cc1
  -6%	14%	68%[activator]	7%	2%	-21%	0	2%	-13%
CCCCNC(=O)C1CC(=O)N(C2CCCCC2)C1 (centres undefined)
  -3%	21%	14%[0.501 µM]	-4%	-1%	-14%	0	-5%	2%
COc1ccccc1CNC(=O)C1COc2ccccc2O1 (centres undefined)
  1%	36%	18%[59 µM]	-7%	-1%	10%	0	2%	-17%
CN1CCC(N(C)C(=O)c2cc(S(=O)(=O)N3CCOCC3)ccc2Cl)CC1
  17%	19%	·	1%	-3%	-5%	1	·	-2%
COCCSc1ccccc1C(=O)NCc1cccnc1
  10%	13%	·	3%	2%	-26%	9	-38%	-5%
O=C(COC(=O)CCc1nc2ccccc2s1)Nc1nc(-c2ccccc2)cs1
  8%	21%	-6%[59 µM]	5%	2%	-15%	-1	4%	-3%
Cc1noc(C)c1C(=O)N1CCC(C(=O)c2ccccc2)CC1
  1%	22%	5%	i	1%	-9%	-2	1%	2%
Cc1cccc(C(=O)OC(C)CN2CCCC2)c1 (centres undefined)
  3%	47%[activator]	-13%	-5%	1%	9%	-3	-6%	-7%
O=C(CSc1n[nH]c(-c2ccccc2)n1)NCc1cccc(C(=O)O)c1
  0%	12%[57 µM]	·	-5%	3%	-10%	-3	-7%	0%
Cc1cccc(C)c1NC(=O)CS(=O)CC(=O)NC1CCCc2ccccc21 (centres undefined)
  -10%	9%	16%[59 µM]	-8%	-3%	-10%	2	13%	2%
CS/C(=C\[N+](=O)[O-])Nc1ccc(Cl)cc1
  1%	12%	11µM*	i	0%	-4%	-14	-9%	-4%
CC(C)=NNc1nc2c(c(=O)[nH]c(=O)n2C)n1CCc1ccccc1
  -1%	?	45µM*	-3%	11%	-33%	-7	?	-6%
O=C(CNC(=O)c1ccccc1Br)NCCSc1ccc(Br)cc1
  -9%	45%[activator]	0%	-5%	-7%	-12%	6	4%	-8%
O=C(OCC(=O)N1CCN(S(=O)(=O)c2ccccc2)CC1)c1ccc([N+](=O)[O-])o1
  1%	18%	?	-6%	1%	-9%	-3	-11%	-1%
COc1cnc(-c2ccccn2)nc1Oc1ccc(C(C)(C)C)cc1
  0%	17%	17%	·	0%	32µM*	-17	22µM*	-17%
COc1ccc(C2N(C(=O)C(F)(F)F)C(C)CN2S(=O)(=O)c2ccc(C)cc2)cc1 (centres undefined)
  -24%	47%[activator]	5%	0%	11%	-14%	0	-4%	-26%
O=C(OCC(=O)N1CCc2ccccc21)c1cccnc1Cl
  4%	29%	·	-4%	2%	-7%	1	2%	-18%
O=C1CCC/C(=N/NC(=O)c2cc(NS(=O)(=O)c3cccs3)cc(NS(=O)(=O)c3cccs3)c2)C1
  29%	15%	2%[59 µM]	-16%	3%	-23%	-9	-9%	?
Cc1cccc(NC(=O)NNC(=O)c2nn(C)cc2Br)c1
  22%	24%	-47%[59 µM]	7%	5%	-5%	0	9%	-3%
COc1ccc(C(=O)NC2CC3CCCC(C2)N3CC(C)C)cc1OC (centres undefined)
  -1%	46%[activator]	·	0%	-8%	-8%	3	1%	-8%
COc1ccc(-c2nc3scc(CCNS(=O)(=O)c4c(C)cc(C)cc4C)n3n2)cc1OC
  8%	37%	-3%[59 µM]	i	5%	-11%	-5	-21%	-28%
CC(C)(C)c1ccc(C(=O)N2CCC(c3nc4ccccc4o3)CC2)cc1
  -8%	29%	-35%[59 µM]	i	1%	-15%	-1	-7%	-17%
Cn1c(CNC(=O)c2ccccc2F)nnc1SCC(=O)N1CCN(c2ccccc2)CC1
  23%	27%	4%	4%	-13%	-14%	6	6%	14%
CC1=CSC2=NC(=O)/C(=C\c3cccn3-c3ccccc3)C(=N)N12
  6%	1%	2%[59 µM]	2%	?	?	-7	-7%	-12%
CN(C)S(=O)(=O)c1ccc(C(=O)N2CCOCC2)cc1
  ·	26%	-27%	0%	-3%	12%	2	13%	-15%
Cc1ccc(Nc2nc(C(=O)N3CCC(C(=O)NCCN4CCOCC4)CC3)cs2)cc1
  36%[activator]	1%	-26%[12.7 µM]	7%	-2%	-22%	-3	4%	3%
Cc1c(CCC(=O)N2CCC[C@H]2C(=O)O)c(=O)oc2cc3oc4c(c3cc12)CCCC4
  0%	24%	19%[12.7 µM]	10%	?	-15%	1	-36%	-13%
Cc1ccc(S(=O)(=O)N2CCN(C(=O)COC(=O)c3ccc(C(C)(C)C)cc3)CC2)c(C)c1
  -16%	14%	·	0%	-5%	-17%	-1	-38%	-28%
OCCC1CN(CCCn2cccn2)CCN1Cc1ccccc1 (centres undefined)
  45%[activator]	29%	11%	-8%	-7%	-3%	1	2%	-7%
O=C(CC1C(=O)NCCN1C(=O)Nc1ccc(Cl)cc1)Nc1ccc(F)cc1 (centres undefined)
  0%	1%	-4%	2%	7%	-19%	1	-18%	1%

# (continued)
# Values run as follows: GLS inh	HP1b binding inh	G9a block	Tb PGK inh	Pin1 inh	JMJD2A Tudor	PI4K2A block	BAZ2B inh	POLH inh
COc1ccc(CN2CCNC(=O)C2CC(=O)NCc2cc(C)n(C)n2)c(F)c1 (centres undefined)
  -2%	45%[activator]	25µM*	11%	-15%	-8%	6	1%	-10%
c1ccc(-c2ccc(CN3C[C@@H]4C(c5ccccc5)C5(c6cccnc6)CC4(C5)[C@H]3c3ccccc3)cc2)cc1 (some centres undefined)
  -2%	8%	-35%[59 µM]	-1%	37%[activator]	-25%	1	-10%	-6%
CCOC(=O)COc1c(-c2ccc(OC)cc2)oc2ccccc2c1=O
  2%	125%	5%[59 µM]	-4%	?	29%	-3	42%[activator]	-7%
CC(=O)Nc1cccc(OCc2cnc(Cl)s2)c1
  -1%	26%	-4%	4%	-2%	1%	-2	-18%	-17%
O=C(CN(Cc1ccccc1)C(=O)c1ccco1)NCc1ccc(F)cc1
  12%	35%	-9%	2%	5%	-9%	3	-6%	7%
CCc1ccc(CN(C)C(=O)c2cccc(S(=O)(=O)Nc3ccccc3OC)c2)cc1
  -3%	41%[activator]	-18%	-10%	2%	-12%	2	7%	-21%
CN(CC(=O)NC1CCCc2ccccc21)S(=O)(=O)c1cccs1 (centres undefined)
  8%	14%	7%[59 µM]	2%	8%	-13%	-3	-6%	-4%
c1ccc2c(-c3nc4ccccc4[nH]3)cccc2c1
  -1%	·	·	4%	·	·	-2	·	-21%
Fc1cccc(Cl)c1Cn1ncc2ccccc21
  -2%	61%[activator]	39%	-9%	-10%	47%[activator]	-1	30%	-8%
CCc1csc(CCNC(=O)C2CCC(=O)N(Cc3cccc(C(F)(F)F)c3)C2)n1 (centres undefined)
  -1%	30%	45%	i	-1%	-6%	-9	-5%	-17%
CSc1ncccc1C(=O)OCC(=O)N1CCc2ccccc21
  -1%	45%[activator]	·	-1%	3%	0%	-2	·	-19%
Cc1ccc(C)c(SCC(=O)c2ccc[nH]2)c1
  3%	35%	?	-10%	6%	-10%	4	-3%	-9%
CCOc1cccc(C(=O)NC(=S)Nc2ccccc2)c1
  -2%	?	?	-4%	3%	?	1	?	-14%
Cc1ccccc1-n1nc2c(c1NC(=O)c1cc3ccccc3o1)CS(=O)(=O)C2
  7%	15%	45µM*	6%	-10%	-22%	0	-3%	?
Cc1nnc(SCC(=O)Nc2ccc3c(c2)OCCO3)s1
  19%	28%	21%[59 µM]	28%	0%	-9%	-2	-2%	-9%
CN(CC(=O)Nc1cccc(F)c1)C(=O)Cn1c(=O)cnc2ccccc21
  -10%	22%	?	i	-2%	-11%	-4	-2%	-16%
CCOc1ccc(S(=O)(=O)Nc2cccc(C(=O)NCC(c3ccc(OC)cc3)N3CCOCC3)c2)cc1 (centres undefined)
  -4%	6%	?	-3%	13%	-21%	-2	-24%	-11%
O=C(Nc1ccc(Cl)cc1Cl)c1csc(-c2cccnc2)n1
  -1%	36%	8%	i	-7%	-11%	3	19%	-14%
COc1ccc(N2CCN(C(=O)C3CCN(C(=O)c4cccc(Cl)c4)CC3)CC2)cc1
  15%	1%	-18%	i	1%	-20%	-4	-2%	-8%
COc1ccc(-n2c(N)c(C(=O)NCc3ccco3)sc2=S)cc1
  0%	10%	?	1%	-1%	-27%	2	-5%	10%
O=C(NNC(=S)NC(=O)c1cccs1)c1ccc(O)cc1
  16%	50%[activator]	40µM*	-9%	4%	-22%	2	0%	-21%
CC(C)OCCCNC(=O)c1c2c(nc3ccccc13)C(=O)N(C1CCCCC1)C2
  0%	5%	8%[59 µM]	i	-11%	-12%	-2	-11%	-18%
CC(C)(C)[C@@H]1COC(=O)[C@H](Cc2ccc(F)cc2)C/C=C\C[C@@H](CC(=O)N(CCO)Cc2ccccc2)C(=O)N1
  0%	23%	·	-8%	3%	-21%	6	·	-29%
CC(C(=O)O/N=C(\N)c1cccnc1)c1ccc([N+](=O)[O-])cc1 (centres undefined)
  -7%	33%	?	-3%	-6%	-28%	-2	-20%	-17%
CCOC(=O)c1nnsc1N
  -11%	45%[activator]	5%	0%	1%	-8%	2	-11%	-12%

# Assay outcomes deposited in PubChem BioAssay by National Center for Advancing Translational Sciences (NCATS).

# Not all compounds are listed; the hit share may differ from the screen's.
